procasp7 counter – procaspase-7 activators, primary screen, counter-screen for procaspase-3 activator project, biochemical, absorbance, HTS, human | Caspase-7 (Homo sapiens), P55210 | hit rate 0.093% among 330,000 | recombinant procaspase-7, Ac-DEVD-pNA absorbance 405 nm; D23A/D198A/D206A triple mutant, cannot self-cleave; scale: DMSO 0, 5 µM enzyme 100 | activation, % at 8.5 µM;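 active = percent activation above the screen-wide mean plus 3 SD, cut at about 25% in these data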
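buffer or medium = Zinc-free HEPES/NaCl buffer, pH 7.4 | material = Procaspase-7 triple mutant (PC-7 D3A) | input = 2 µM procaspase-7 mutant as dispensed | signal = Epi-absorbance of released pNA at 405 nm, two timepoints | timing = 1 h preincubation, 2 h reaction | replicates = singlicate compound testing | evaluation = % activation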
JMJD2C inh – inhibitors of GASC-1 histone demethylase, primary screen, biochemical, fluorescence, DELFIA europium | GST-JMJD2C(1-420) H3K9me3 demethylation | inhibition, % at 2.35 µM | hit rate 0.069% among 330,000;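 active = more than half of a compound's replicate wells show inhibition beyond 50%, single wells judged on their own value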;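 also: signal counts dimethyl H3K9 product captured on neutravidin plate; 0% = median of DMSO wells and 100% = 0.3 times that DMSO median; strong numbers were not always called active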
proCasp3 act – activators of human procaspase-3 D3A mutant, primary screen, biochemical, absorbance, PC-3 D3A mutant, single concentration; Caspase-3 (Homo sapiens), P42574; recombinant procaspase-3 D3A, Ac-DEVD-pNA absorbance 405 nm; activation, % at 8.5 µM; hit rate 0.11% among 330,000; AID 463141, 2010;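 active = activation above the mean of all tested compounds plus 3 SD, cut at about 21% in these data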;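 also: 0% = DMSO alone and 100% = DMSO wells spiked with extra 5 µM PC-3 D3A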
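Compound: 8.5 µM single point, 0.8% DMSO / Material: Autoprocessing-dead procaspase-3 D3A mutant enzyme / Timing: 1 h preincubation plus 2 h reaction at 25 °C / Medium: Zinc-free HEPES/NaCl buffer with 0.01% Triton X-100 at pH 7.4 / Technique: 405 nm absorbance of p-nitroaniline, reads at 0 and 120 min / Repeats: one well per compound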
PP5 primary – PP5 phosphatase inhibitors, primary screen, biochemical, fluorescence; AID 1987, 2009; hit rate 0.18% among 320,000; purified PP5c, OMFP substrate fluorescence; inhibition, % at 6.7 µM; Serine/threonine-protein phosphatase 5 (Homo sapiens), P53041;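 active = inhibition above the campaign's mean inhibition across all tested compounds plus 3 SD, cut at about 9.5% in these data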;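 also: 0% = DMSO only and 100% = 100 µM cantharidin control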
PP1 inh – PP1-alpha phosphatase inhibitors, primary screen, counter-screen for PP5 inhibitor project, biochemical, fluorescence, OMFP substrate, single point; Serine/threonine-protein phosphatase PP1-alpha catalytic subunit (Homo sapiens), P62136; purified PP1alpha; inhibition, % at 6.7 µM; hit rate 0.9% among 320,000; AID 2235, 2010;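 active = inhibition above the mean inhibition of all tested compounds plus 3 SD, computed separately for each screening campaign, cut at about 15% in these data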
core dimer inh – inhibitors of HCV core protein dimerization, primary screen, biochemical, TR-FRET, high-throughput | TR-FRET GST/Flag-core106 dimerization, 1536-well | inhibition, % at 5 µM | hit rate 0.33% among 300,000;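 active = inhibition above the mean of all tested compounds plus 3 SD, set per screening campaign, cut at about 45% in these data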
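Assay system: GST-tagged and Flag-tagged HCV core protein residues 1-106 / Times: compound-protein-antibody incubation 4 h at 22.5 °C / Signal: time-resolved FRET, ex 340 nm, em 617 and 671 nm / Evaluation: % inhibition based on acceptor/donor emission ratio / Benchmarks: wells lacking GST-core106 and wells with excess unlabelled core106 / Repeats: singlicate, one well per compound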
VLA-4 inh – inhibition in human VLA-4 binding assay, primary screen, VLA-4 allosteric modulator project, MLPCN library, flow cytometry, VLA-4 expressing cells | Integrin alpha-4 (Homo sapiens), P13612 | ligand binding flow cytometry | inhibition, % (about 7 µM as worked out from the volumes in the protocol) | hit rate 0.2% among 330,000 | AID 2557, 2010; in the data active = inhibition above about 50%
GRK2 aptamer HTS – compounds blocking aptamer binding on GRK2 – biochemical, human GRK2, bead flow cytometry, HTS, primary screen | Beta-adrenergic receptor kinase 1 (Homo sapiens), P25098 | FAM-aptamer displacement from GRK2 | inhibition of aptamer binding, % at 10 µM | hit rate 0.59% among 330,000;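 active = inhibition of aptamer binding above 40%, roughly 3 SD of noise, on plates passing a quality check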;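 also: median bead fluorescence of bound FAM aptamer so fluorescent compounds give negative values; no value below 0 was filed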
Target sequence (P25098 whole entry, looked up): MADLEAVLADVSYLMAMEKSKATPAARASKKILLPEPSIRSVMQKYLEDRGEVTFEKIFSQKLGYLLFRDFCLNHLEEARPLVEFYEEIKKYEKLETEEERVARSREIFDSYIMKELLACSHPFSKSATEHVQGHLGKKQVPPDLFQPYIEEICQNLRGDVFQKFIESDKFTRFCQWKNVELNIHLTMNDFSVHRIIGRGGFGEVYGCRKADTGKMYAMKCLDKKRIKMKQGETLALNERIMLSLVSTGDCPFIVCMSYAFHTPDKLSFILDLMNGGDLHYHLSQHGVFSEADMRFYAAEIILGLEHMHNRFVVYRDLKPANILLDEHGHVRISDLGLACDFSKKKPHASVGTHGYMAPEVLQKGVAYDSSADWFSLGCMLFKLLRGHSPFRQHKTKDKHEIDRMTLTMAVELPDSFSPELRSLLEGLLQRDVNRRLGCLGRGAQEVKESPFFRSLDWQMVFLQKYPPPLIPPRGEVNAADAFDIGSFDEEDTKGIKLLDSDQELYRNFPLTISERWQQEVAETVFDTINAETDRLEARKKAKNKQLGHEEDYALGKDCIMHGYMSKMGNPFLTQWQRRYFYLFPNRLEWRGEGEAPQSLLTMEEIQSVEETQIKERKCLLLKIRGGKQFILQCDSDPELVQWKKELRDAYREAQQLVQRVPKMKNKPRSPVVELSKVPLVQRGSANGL
CTSL1 counter – Fasciola hepatica cathepsin L1 inhibitors, primary screen, counter-screen for PFM18AAP inhibitor project, biochemical, QFRET, fluorogenic peptide substrate; recombinant F. hepatica cathepsin L1, Z-Leu-Arg-MCA fluorescence; inhibition, % at 5.96 µM; hit rate 0.49% among 300,000;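 active = inhibition above the mean of all tested compounds plus 3 SD, set per screening campaign, cut at about 17% in these data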;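 also: 0% = plate median of test compound wells and 100% = 1 µM Z-Phe-Ala-diazomethylketone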
* = called active by the depositor; . = no result given. Compounds as they come (roughly 2.6% active in at least one column).

# | Structure | procasp7 counter | JMJD2C inh | proCasp3 act | PP5 primary | PP1 inh | core dimer inh | VLA-4 inh | GRK2 aptamer HTS | CTSL1 counter
1 | Cc1cc(C)n(-c2nc(NCCN(C)C)c3c4c(sc3n2)CCCC4)n1 | 3 | -5 | 9 | 0.6 | -3 | -6 | 24 | 0 | -1
2 | C1CCc2nnc(-c3nnc4n3CCCCC4)n2CC1 | 1 | 7 | -3 | 0.9 | 0 | -4 | 22 | 0 | 2
3 | CC(C)Cc1nc(SCC(=O)Nc2ccc(S(N)(=O)=O)cc2)n[nH]1 | 11 | -4 | -6 | 0.0 | 0 | 2 | 1 | 0 | 1
4 | COc1ccc2oc(C(=O)NCC3CCCO3)c(C)c2c1 (stereo not given) | 14 | -7 | 2 | 1.8 | 2 | -9 | -11 | 2 | -1
5 | O=C(c1cc(Cl)ccc1[N+](=O)[O-])N1CCc2ccccc2C1 | -3 | -6 | 4 | 1.9 | 1 | -3 | 8 | 2 | -1
6 | Cc1cc(C)cc(C(=O)NCC(=O)OCC(=O)c2cc(C)n(CC(F)(F)F)c2C)c1 | -10 | 4 | -5 | 4.0 | -3 | -3 | 4 | 1 | -11
7 | CCc1noc(C)c1C(=O)OC(C)C(=O)Nc1ccc(Cl)cn1 (stereo not given) | 8 | -4 | 8 | 0.0 | -1 | . | 9 | 1 | .
8 | N#Cc1ccc(Cl)cc1NC(=O)COC(=O)[C@H](CCC(N)=O)NC(=O)c1ccc(F)cc1 | -4 | 8 | 4 | 0.6 | 2 | -6 | 0 | 0 | -10
9 | c1ccc2c(c1)CC(N1CCCCC1)c1ccccc1S2 (stereo not given) | 3 | -13 | -10 | 1.1 | 3 | 1 | -2 | 0 | 0
10 | CCc1nc(N=C(N)N)nc2ccccc12 | 12 | -13 | 3 | -1.3 | -6 | -1 | -5 | 0 | 2
11 | COc1cc(/C=C2/NC(=O)N(Cc3ccccc3F)C2=O)cc(OC)c1O | 0 | -17 | -5 | 2.9 | -5 | -15 | -4 | 2 | 1
12 | CC(C)(Oc1ccc(Cl)cc1)C(=O)Nc1ccc(S(=O)(=O)Nc2ncccn2)cc1 | 11 | -1 | 6 | 2.1 | 2 | 3 | 13 | 0 | -3
13 | CC(C)OC(=O)c1ccc(N2CCN(c3ccccc3F)CC2)nc1 | -10 | -6 | 6 | 1.3 | 0 | 0 | 18 | 0 | 3
14 | COCCN(Cc1ccccc1)C(=O)c1cc(S(=O)(=O)N2CCCCCC2)ccc1OC | 5 | -7 | 11 | 1.5 | -4 | 3 | 9 | 0 | 0
15 | CSc1nc2ccccc2cc1/C=C(\C#N)c1ccc(Cl)cc1Cl | 14 | 6 | -6 | -0.6 | -3 | 12 | -12 | 0 | 0
16 | COC(=O)c1ccc(-c2ccco2)n1Cc1ccccc1Cl | 5 | -4 | -2 | 1.9 | 0 | 4 | 2 | 1 | -2

Complete entries as entered above.
`CC(C)OC(=O)c1ccc(N2CCN(c3ccccc3F)CC2)nc1` reads procasp7 counter = -10; JMJD2C inh = -6; proCasp3 act = 6; PP5 primary = 1.3; PP1 inh = 0; core dimer inh = 0; VLA-4 inh = 18; GRK2 aptamer HTS = 0; CTSL1 counter = 3
`CC(C)(Oc1ccc(Cl)cc1)C(=O)Nc1ccc(S(=O)(=O)Nc2ncccn2)cc1` reads procasp7 counter = 11; JMJD2C inh = -1; proCasp3 act = 6; PP5 primary = 2.1; PP1 inh = 2; core dimer inh = 3; VLA-4 inh = 13; GRK2 aptamer HTS = 0; CTSL1 counter = -3

12 entries out of the list, sorted by SMILES length, low to high.
# | Structure | procasp7 counter | JMJD2C inh | proCasp3 act | PP5 primary | PP1 inh | core dimer inh | VLA-4 inh | GRK2 aptamer HTS | CTSL1 counter
10 | CCc1nc(N=C(N)N)nc2ccccc12 | 12 | -13 | 3 | -1.3 | -6 | -1 | -5 | 0 | 2
2 | C1CCc2nnc(-c3nnc4n3CCCCC4)n2CC1 | 1 | 7 | -3 | 0.9 | 0 | -4 | 22 | 0 | 2
9 | c1ccc2c(c1)CC(N1CCCCC1)c1ccccc1S2 (stereo not given) | 3 | -13 | -10 | 1.1 | 3 | 1 | -2 | 0 | 0
4 | COc1ccc2oc(C(=O)NCC3CCCO3)c(C)c2c1 (stereo not given) | 14 | -7 | 2 | 1.8 | 2 | -9 | -11 | 2 | -1
16 | COC(=O)c1ccc(-c2ccco2)n1Cc1ccccc1Cl | 5 | -4 | -2 | 1.9 | 0 | 4 | 2 | 1 | -2
15 | CSc1nc2ccccc2cc1/C=C(\C#N)c1ccc(Cl)cc1Cl | 14 | 6 | -6 | -0.6 | -3 | 12 | -12 | 0 | 0
5 | O=C(c1cc(Cl)ccc1[N+](=O)[O-])N1CCc2ccccc2C1 | -3 | -6 | 4 | 1.9 | 1 | -3 | 8 | 2 | -1
1 | Cc1cc(C)n(-c2nc(NCCN(C)C)c3c4c(sc3n2)CCCC4)n1 | 3 | -5 | 9 | 0.6 | -3 | -6 | 24 | 0 | -1
11 | COc1cc(/C=C2/NC(=O)N(Cc3ccccc3F)C2=O)cc(OC)c1O | 0 | -17 | -5 | 2.9 | -5 | -15 | -4 | 2 | 1
12 | CC(C)(Oc1ccc(Cl)cc1)C(=O)Nc1ccc(S(=O)(=O)Nc2ncccn2)cc1 | 11 | -1 | 6 | 2.1 | 2 | 3 | 13 | 0 | -3
6 | Cc1cc(C)cc(C(=O)NCC(=O)OCC(=O)c2cc(C)n(CC(F)(F)F)c2C)c1 | -10 | 4 | -5 | 4.0 | -3 | -3 | 4 | 1 | -11
8 | N#Cc1ccc(Cl)cc1NC(=O)COC(=O)[C@H](CCC(N)=O)NC(=O)c1ccc(F)cc1 | -4 | 8 | 4 | 0.6 | 2 | -6 | 0 | 0 | -10

The listing continues.
# | Structure | procasp7 counter | JMJD2C inh | proCasp3 act | PP5 primary | PP1 inh | core dimer inh | VLA-4 inh | GRK2 aptamer HTS | CTSL1 counter
17 | NC(=O)CC[C@@H]1NC(=O)[C@H](CO)NC(=O)c2cc([N+](=O)[O-])cc(I)c2NCC[C@@H](C(N)=O)NC1=O | -5 | 2 | 2 | 2.8 | 0 | 6 | -13 | 3 | 4
18 | O=C(NN=C1CCCC1)c1cc(Cl)cc(Cl)c1O | -3 | 4 | 13 | -2.1 | 5 | 0 | 7 | 2 | -4
19 | CC1CCCCC12NC(=O)N(CC(=O)Nc1ccccc1N1CCOCC1)C2=O (stereo not given) | 11 | 0 | 1 | -1.0 | -1 | 1 | 4 | 0 | 6
20 | Cc1ccc(C(=O)c2c3ccc(C(F)(F)F)cc3[n+]([O-])n2CCC(N)=O)cc1 | -2 | 6 | -7 | 1.9 | -2 | -11 | 20 | 2 | -2
21 | O=C(Nc1cc([N+](=O)[O-])ccc1N1CCOCC1)c1ccco1 | 3 | -20 | 7 | -0.8 | -4 | -2 | 1 | 2 | 1
22 | Cc1cccc(NC(=O)CSc2nnc(CNC(=O)c3ccc(S(=O)(=O)N(C)C)cc3)n2-c2ccccc2)c1 | 2 | 2 | 10 | 3.2 | 2 | 0 | -16 | 0 | -3
23 | CCN1C(=O)NC2=C(C(=O)c3ccccc32)C1c1ccccc1F (stereo not given) | -5 | -22 | -5 | 1.2 | 6 | -3 | 0 | 0 | -1
24 | Cc1ccc(CNC(=O)CCNC(=O)c2ccc([N+](=O)[O-])cc2)cc1 | -9 | 2 | -1 | . | . | . | 0 | 2 | .
25 | Nc1nc(SCC(=O)OCc2ccccc2)[nH]c(=O)c1NC(=O)c1ccco1 | 6 | -4 | 0 | -0.9 | 5 | -12 | -2 | 0 | -1
26 | Cn1nc(-c2ccccc2)c(C(=O)NCC(=O)O)c1Cl | 18 | 1 | -8 | 1.5 | -3 | -1 | 3 | 0 | -4

Screening data as filed in PubChem BioAssay.
